# GDH-TPI counter: counter-screen for M. tuberculosis FBA inhibitors: GDH-TPI coupled enzymes; GDH-TPI coupled enzyme counterscreen, NADH absorbance; inhibition, % at 4.8 µM; 1.2% of 360,000 active;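 further: 0% = DMSO wells and 100% = wells lacking the enzyme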
# MazF activator: activators of E. coli MazEF toxin-antitoxin RNase; P0AE70; FAM/BHQ RNA-DNA oligo cleavage fluorescence, 5 h; activation, % at 20 µM; 0.32% of 350,000 active; AID 504720; in the data active means activation above about 50%
# Target sequence (P0AE70 whole entry, looked up): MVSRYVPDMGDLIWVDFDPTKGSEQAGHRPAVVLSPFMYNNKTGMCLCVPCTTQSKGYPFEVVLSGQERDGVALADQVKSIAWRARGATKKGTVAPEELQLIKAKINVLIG
# Mtb UGM inh: inhibitors of M. tuberculosis UDP-galactopyranose mutase | P9WIQ1 | purified UGM, fluorescence polarization probe displacement | inhibition, % at 10 µM | 0.06% of 320,000 active | AID 504406; in the data active means inhibition above about 10%, passing the limit was not always enough; inconclusive means no clear call, values can overlap the other calls
# Target sequence (P9WIQ1 whole entry, looked up): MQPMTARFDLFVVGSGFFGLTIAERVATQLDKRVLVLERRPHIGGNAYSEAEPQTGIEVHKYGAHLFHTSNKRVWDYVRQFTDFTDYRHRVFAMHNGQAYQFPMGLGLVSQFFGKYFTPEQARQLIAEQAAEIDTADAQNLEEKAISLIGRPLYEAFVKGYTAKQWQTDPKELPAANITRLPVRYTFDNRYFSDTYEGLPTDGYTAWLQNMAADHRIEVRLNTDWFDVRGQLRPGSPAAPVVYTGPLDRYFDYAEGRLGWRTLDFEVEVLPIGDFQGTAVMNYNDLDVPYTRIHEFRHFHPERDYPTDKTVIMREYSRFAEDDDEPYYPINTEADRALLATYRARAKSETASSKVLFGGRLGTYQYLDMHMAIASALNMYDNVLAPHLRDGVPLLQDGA
# Mtb FBA inh: inhibits M. tuberculosis FBA enzyme; P9WQA3; purified M. tuberculosis FBA, fluorescence read-out; inhibition, % at 1 µM; 2.3% of 360,000 active; AID 588726; in the data active means inhibition above about 27%;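 further: 0% = vehicle and 100% = reference inhibitor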
# Target sequence (P9WQA3 whole entry, looked up): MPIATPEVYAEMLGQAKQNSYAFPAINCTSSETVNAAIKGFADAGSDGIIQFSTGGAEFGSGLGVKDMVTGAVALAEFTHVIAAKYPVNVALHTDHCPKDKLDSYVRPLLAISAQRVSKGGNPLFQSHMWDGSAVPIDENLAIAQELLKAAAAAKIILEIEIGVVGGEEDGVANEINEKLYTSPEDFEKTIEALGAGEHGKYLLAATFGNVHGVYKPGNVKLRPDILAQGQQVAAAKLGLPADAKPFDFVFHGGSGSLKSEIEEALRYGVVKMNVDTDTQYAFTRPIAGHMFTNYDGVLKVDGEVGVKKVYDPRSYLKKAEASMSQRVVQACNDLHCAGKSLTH
# BoNT-F LC inh: inhibitors of Botulinum neurotoxin F light chain protease | Multiplex microsphere protease cleavage assay, flow cytometry | 0.22% of 360,000 active | inhibition, % at 10 µM; in the data active means inhibition above about 35%, passing the limit was not always enough; inconclusive means no clear call, values can overlap the other calls; further: plate controls were buffer without enzyme for full effect and enzyme alone for no effect
# Rv3671c protease: inhibitors of M. tuberculosis serine protease Rv3671c; AID 2606; P9WHR9; 0.048% of 320,000 active; inhibition, % at 5.96 µM; in the data active means inhibition above about 38%;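 further: extracellular domain of Rv3671c used as enzyme; 0% = enzyme with DMSO and 100% = no enzyme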
# CCHFV vOTU inh: CCHFV vOTU protease inhibition; Pep-AMC fluorescence; inhibition, % at 11.5 µM; 0.55% of 370,000 active; further: 0% = vehicle wells with enzyme and 100% = no enzyme wells
# FadD28 FP inh: blocks FadD28 binding to the bisubstrate probe; fluorescence polarization; inhibition, % at 12.5 µM; 0.22% of 360,000 active; in the data active means inhibition above about 8.5%, passing the limit was not always enough; inconclusive means no clear call, values can overlap the other calls
# VHR inh abs: inhibitors of human VHR1 phosphatase (DUSP3) | 0.52% of 290,000 active | recombinant VHR phosphatase, pNPP absorbance | P51452 | inhibition, % at 13.3 µM; in the data active means inhibition above about 50%; further: some compounds called inactive have numbers as strong as hits
# Target sequence (P51452 whole entry, looked up): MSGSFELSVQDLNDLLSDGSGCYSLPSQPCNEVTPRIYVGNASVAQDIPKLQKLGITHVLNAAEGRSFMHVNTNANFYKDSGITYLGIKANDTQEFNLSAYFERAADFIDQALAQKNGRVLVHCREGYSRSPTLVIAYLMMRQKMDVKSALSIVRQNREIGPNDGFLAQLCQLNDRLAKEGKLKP
# BioA inh: blocks M. tuberculosis BioA enzyme activity | purified M. tuberculosis BioA enzyme, plate reader | inhibition, % at 9.99 µM | 0.096% of 360,000 active; in the data active means inhibition above about 40%; inconclusive means no clear call, values can overlap the other calls
# The depositor's hits bear a star; ? = inconclusive; nt = no result given; & = joins results of further samples. Unless noted, no stated cut-off is given here; in the data, active means inhibition above about 30%; inactive means the rest. No enrichment for hits (roughly 4.9% active in at least one column).
SMILES,GDH-TPI counter,MazF activator,Mtb UGM inh,Mtb FBA inh,BoNT-F LC inh,Rv3671c protease,CCHFV vOTU inh,FadD28 FP inh,VHR inh abs,BioA inh
COc1ccc(C2SCC(=O)N2c2c(C)n(C)n(-c3ccccc3)c2=O)cc1 (stereo not given),-1,-6,3.7,2,-7,-6,1,-2.6,36,0.2
Nn1c(SCC(=O)N2CCN(S(=O)(=O)c3ccccc3)CC2)nnc1-c1cccs1,-9,3,-0.8,1,-5,-4,0,-2.5,28,-0.2
Cn1c(COc2ccccc2Br)nc2ccccc21,11,-1,1.9,-1,?,0,-2,-1.3,-35,-3.0
O=C1C=C(c2ccc(Cl)cc2)OC2(CCCC2)O1,-1,2,-0.5,-2,-9,7,12,-4.3,-7,-0.3
CN(C)CCCN1C(=O)c2cccc3cccc(c23)C1=O,29,4,2.0,34*,9,2,-16,-1.8,44,-0.1
Cc1coc2c1c(C)cc1oc(=O)c(CC(=O)NCCCCCC(=O)O)c(C)c12,2,-2,-1.1,62*,11,3,-59,-1.3,-16,-0.2
CCOC(=O)c1cnn(-c2nc(C)cc(C)n2)c1N,3,8,3.1,1,-5,1,10,-0.8,4,-1.3
COc1cccc(OC2(C)CCN(Cc3cccn3-c3nccs3)C2)c1 (stereo not given),-4,nt,nt,-2,1,nt,10,-4.6,nt,-0.8
Cc1ccc(N(CC(=O)NCc2cccnc2)S(C)(=O)=O)cc1C,-2,-7,0.6,-1,3,11,18,-0.7,6,-1.6
Cc1cccc(NC(=O)c2cc(Cl)nc3ccccc23)n1,-1,-3,2.9,-1,?,3,0,-3.1,8,nt
CCc1nc(N2CCN(S(C)(=O)=O)CC2)c2c3c(sc2n1)CCCC3,7,-1,2.1,0,-6,4,0,-4.8,20,nt
CCN(CC(=O)NCc1cccs1)CC(=O)Nc1ccc(C(N)=O)cc1,-4,6,0.5,2,nt,1,4,-1.0,nt,19
NS(=O)(=O)c1ccc2nc(NC(=O)CS(=O)(=O)c3ccccc3)sc2c1,15,10,-0.3,-1,6,-4,-5,1.5,-7,-0.4
COc1cc(/C=C2\SC(=O)N(c3cccc(Cl)c3)C2=O)cc([N+](=O)[O-])c1O,9,-21,nt,1,-3,nt,0,3.9,nt,nt
CCC(=O)Nc1ccc(C(=O)NNC(=O)c2cccs2)cc1,9,7,-3.2,1,-1,-4,2,-2.0,2,-0.1
CCOC(=O)c1cc(-c2csc(COc3ccccc3)n2)on1,-6,5,-2.0,0,?,8,-14,-1.8,18,nt
Cc1cc(C)cc(NC(=O)COC(=O)Cn2cnc3c2c(=O)n(C)c(=O)n3C)c1,1,6,nt,-1,0,6,-1,-2.7,nt,nt
COCC(C)n1c(SCC(=O)NCCC2=CCCCC2)nc2ccccc2c1=O (stereo not given),2,5,-2.3,-11,-14,-1,9,-3.2,2,0.1
CN1CCN(CCNC(=O)c2ccc(CS(=O)c3ccc(Br)cc3)o2)CC1 (stereo not given),20,10,nt,2,-3,nt,7,1.0,nt,-3.4
COC(=O)c1ccc(NC(=S)Nc2ccccc2)cc1,1,1,0.3,2,-8,2,-16,2.0,17,-2.6
CCn1c(SCC(=O)N2CCN(C(=O)c3ccco3)CC2)nnc1C(C)C,5,5,-3.4,0,-3,3,-8,-3.0,18,nt
CCOc1cc(C(=O)Nc2ccon2)cc(OCC)c1OCC,9,-7,-0.2,5,5,-2,-1,-0.1,7,0.4
O=C(Nc1ccc(F)cc1)C1CCN(C(=O)c2ccc(F)cc2)CC1,-5,3,-3.2,-3,-1,3,-7,-4.0,nt,9.5
COc1cc(F)c(C2=CC(=O)C[C@H](c3ccc(Cl)cc3)C2)cc1F,13,-5,-0.6,1,-15,-7,19,-1.4,nt,0.7
ON1C(c2ccccc2C(F)(F)F)N(O)[C@H]2CCCC[C@H]21 (stereo not given in full),1,4,-1.6,-4,2,2,-3,-1.9,3,-1.8
CCCCC(=O)N/N=C(C)/C=C/c1ccccc1F,3,-2,nt,-1,-4,nt,4,-3.8,20,nt
Cc1ccc(-n2nc3c(=O)n(C(C)C(=O)NC4CC4)nc(C)c3c2C)cc1 (stereo not given),-1,6,-0.6,4,-1,0,14,-0.2,-14,19
CCC(OC(=O)C(NC(=O)c1ccccc1)c1ccccc1)C(=O)Nc1cc(C)on1 (stereo not given),0,-1,0.7,2,-3,0,-11,-3.3,12,-0.2
Cc1ccc(NC(=O)C2CCN(S(=O)(=O)c3ccc4c(c3)C(C)(C)C(=O)N4C)CC2)c(C)c1,16,-4,0.5,6,-3,-8,4,-0.1,21,-0.2
Cc1ccc(NS(=O)(=O)c2c(C(=O)N3CCOCC3)c(C)n(C)c2C)cc1,3,12,-3.2,3,11,0,-3,1.5,-31,0.1
CCC(=O)N(C)CCc1cc2c(c(OC)c1/C=N/NC(=O)c1ccncc1)OCO2,9,-14,1.1,2,7,1,-3,0.3,10,1.2
O=C(Nc1ccc2c(c1)OCCO2)c1oc2ccccc2c1NC(=O)C1CC1,6,9,2.8,3,-5,-17,1,-2.3,6,nt
COCCn1c(SCC(=O)N(C)c2ccccc2)nc2c([nH]c3ccccc32)c1=O,2,1,-1.7,0,4,-13,22,-1.5,8,-1.3
CCOC(=O)N1CCC(Nc2c(NCCCN(CC)Cc3ccccc3)c(=O)c2=O)CC1,6&-5,-4&12,-0.9,-1&-1,-8&-1,-5,-12&1,-0.6&-0.1,25,0.0&0.7
Cc1cnc(C(=O)NC(C)CCc2ccccc2)cn1 (stereo not given),-2,2,-0.1,-3,-2,5,2,-3.7,2,nt
CCOc1ccccc1-n1c(=S)sc2c(=O)n(-c3ccc(F)cc3)c(SCC(=O)O)nc21,19,-3,2.6,-2,2,1,-1,nt,27,-0.8
Cc1cc(C)c(C)c(S(=O)(=O)NCc2ccc(C(=O)N3CCCCC3)cc2)c1C,0,0,-2.2,0,?,5,7,-3.6,13,-0.6
C#CCOCCOCCOCCNc1nc(N2CCN(C(=O)CCCCCCCCCCNC(=O)Cn3cc(C[C@@H](C)O)nn3)CC2)nc(N2CCN(C(=O)CCCCCCCCCCNC(=O)[C@H](CCCN=C(N)N)n3cc(C[C@@H](C)CC)nn3)CC2)n1,0,-161,-2.9,0,-51,-16,nt,?,nt,-0.6
Cc1cc(C(=O)CSc2nnnn2-c2ccccc2)c(C)n1CC1CCCO1 (stereo not given),-1,3,2.5,3,-3,-6,-12,-2.1,-3,-0.6
Cn1c(=N)n(CC(=O)C(C)(C)C)c2ccccc21,1,6,-0.7,7,10,-5,6,2.6,22,-2.9

# Reprinted from the part before: 3 compounds, then new ones.
SMILES,GDH-TPI counter,MazF activator,Mtb UGM inh,Mtb FBA inh,BoNT-F LC inh,Rv3671c protease,CCHFV vOTU inh,FadD28 FP inh,VHR inh abs,BioA inh
C#CCOCCOCCOCCNc1nc(N2CCN(C(=O)CCCCCCCCCCNC(=O)Cn3cc(C[C@@H](C)O)nn3)CC2)nc(N2CCN(C(=O)CCCCCCCCCCNC(=O)[C@H](CCCN=C(N)N)n3cc(C[C@@H](C)CC)nn3)CC2)n1,0,-161,-2.9,0,-51,-16,nt,?,nt,-0.6
Cc1cc(C(=O)CSc2nnnn2-c2ccccc2)c(C)n1CC1CCCO1 (stereo not given),-1,3,2.5,3,-3,-6,-12,-2.1,-3,-0.6
Cn1c(=N)n(CC(=O)C(C)(C)C)c2ccccc21,1,6,-0.7,7,10,-5,6,2.6,22,-2.9
COC(=O)c1cnn(-c2ccc(Cl)cc2)c1/C=N/NC(N)=S,18,10,-0.2,45*,?,5,10,-3.2,16,-0.6
CCCCCC(=O)N[C@@H](c1ccccc1)[C@@H](O)C(=O)O[C@H]1C[C@@]2(O)[C@@H](OC(=O)c3ccccc3)C3[C@](C)(C(=O)[C@H](O)C(=C1C)C2(C)C)[C@@H](OC1OCC(O)C(O)C1O)C[C@H]1OC[C@@]31OC(C)=O (stereo not given in full),-11,7,-3.3,3,-2,2,0,2.0,9,3.0
O=c1cccc2n1CC1CC2CN(CC(O)CN2CC3CC(C2)c2cccc(=O)n2C3)C1 (stereo not given),0,-6,-1.3,2,-10,4,-7,-0.3,-16,-0.8
Cc1cc(OCC(O)CN2CCc3ccccc3C2)cc(C(C)C)c1 (stereo not given),1,3,-0.1,2,-15,0,12,-1.7,nt,0.3
O=c1[nH]c(=O)n(-c2ccc(F)cc2)c(O)c1/C=C1\C=Nc2ccccc21,8,-800,7.0,1,12,-14,-8,2.5,20,-2.2
O=C(Nc1ccc2c(c1)OCCO2)N1CCN(c2ccccc2)CC1,-2,3,-0.1,3,-48,-4,-12,1.6,33,16
COC(=O)C1=C(NC(=O)c2ccccc2C)CCS1,8,4,0.8,1,-3,0,-8,0.7,6,nt
Cc1cc(C)cc(NC(=S)/C(=C(\[O-])c2ccc(Cl)s2)[n+]2cccc(C)c2)c1,1,1,-3.0,-3,-7,9,-2,-1.9,-3,nt
Cc1ccc(NC=C(S(=O)(=O)c2ccccc2)S(=O)(=O)c2ccccc2)cc1,8,19,2.1,0,2,-18,-5,0.1,0,nt
CCOC(=O)c1c(C)nc2c(c(SC)nn2-c2ccccc2)c1N,16,-10,-0.7,-2,-7,-4,-1,-1.7,6,-0.7
Cc1ccc(S(=O)(=O)NCCC(=O)NCc2ccc3c(c2)OCO3)cc1C,-4,-1,0.2,6,-6,-11,3,0.4,14,1.7
Cn1cnc2c(=O)[nH]cc([N+](=O)[O-])c21,3,3,-4.8,0,-3,3,10,-0.2,10,nt
COc1ccc(CCNCc2c(OC)ccc3ccccc23)cc1,7,6,0.3,5,-26,-3,10,-0.7,-12,-1.2
CCCCSc1nc2[nH]ncc2c(=O)[nH]1,5,5,0.1,1,-1,10,-7,-0.7,1,-1.1
Cc1cc2c(OCC(O)CNC(C)(C)C)cccc2[nH]1 (stereo not given),-4,5,5.9,1,-8,0,16,-3.8,26,0.1
C#CCNC(=O)C1=C[C@@H](C2CC2)C[C@@H](OCCCCO)O1,2,2,-0.9,4,2,1,21,-1.7,0,-1.4&-2.3
O=C(CNC(=O)c1sc2ccccc2c1Cl)NCc1cccc(C(F)(F)F)c1,-9,-19,0.5,-1,3,-6,3,-0.2,nt,0.0
Cc1ccc(NC(=O)CN(C)C(=O)CSc2ccc3c(c2)OCCO3)cc1,-3,3,-0.2,1,-9,-4,-6,-2.5,nt,-1.5
Clc1cccc(Cl)c1-c1nnc2cccc(Cl)n12,5,-1,1.2,0,1,5,0,-3.2,-14,2.9
Cc1ccc(S(=O)(=O)N(C)c2cc(S(=O)(=O)N3CCC(C)CC3)c(C)cc2C)cc1,3,2,-0.2,3,1,5,5,-2.4,-4,nt
COC(=O)c1ccccc1NC(=O)c1cc[n+](C)cc1,2,-17,0.2,1,12,3,-5,-2.0,nt,0.3
O=C(CSCc1ccc(Cl)cc1)Nc1ccc(O)cc1C(=O)O,-9,-1,-0.5,7,4,4,8,1.8,11,-0.3
O=C(CCN1C(=O)C2C3C=CC(C3)C2C1=O)Nc1ccc(F)cc1 (stereo not given),8,5,-2.1,1,-18,1,14,-2.6,-15,-1.6
CC1(C(=O)NCCC#N)CCN1C(=O)C1(c2ccccc2)CCCC1 (stereo not given),-4,nt,nt,-3,-6,nt,-14,-2.9,nt,-0.2
CCN1C(=NCC2CC2)N[C@@H](c2ccccc2)C(C(=O)OC)=C1C,-2,3,-1.1,2,5,4,-2,-0.6,nt,-1.4
COc1ccc(S(=O)(=O)N2CCC(c3cc(-c4cccc5ccccc45)n[nH]3)CC2)cc1,7,-11,1.6,-4,7,-23,-4,-1.4,45,nt
CC(C)=CC(=O)NCCc1ccccc1,13,1,-2.6,6,-1,1,-11,-1.7,-14,0.0
COc1cc([C@@H]2CC=C(C(=O)O)[C@H](c3ccccc3F)N2S(=O)(=O)c2ccc(C)cc2)cc(OC)c1OC,0,3,-2.3,4,-6,1,12,0.1,nt,1.0
CC(=O)NC(C)C12CC3CC(CC(CC(=O)O)(C3)C1)C2 (stereo not given),-1,-2,-0.9,-3,8,5,8,0.3,16,-1.7
CC(=O)c1cccc(NC(=O)c2cccc(S(=O)(=O)N3CCOCC3)c2)c1,-8,6,-1.6,-3,25,3,-1,-4.0,3,1.5

# High-throughput results deposited in PubChem BioAssay by several laboratories.
